D1 ag – Allosteric Agonists of the Human D1 Dopamine Receptor: qHTS | HEK293 T-REx D1 cells, calcium flux, agonist mode | 1% of 360,000 active | activation, % at 2 µM | D(1A) dopamine receptor (Homo sapiens), P21728 | AID 504660, 2011; further: 0% is about no effect
Target sequence (P21728 whole entry, looked up): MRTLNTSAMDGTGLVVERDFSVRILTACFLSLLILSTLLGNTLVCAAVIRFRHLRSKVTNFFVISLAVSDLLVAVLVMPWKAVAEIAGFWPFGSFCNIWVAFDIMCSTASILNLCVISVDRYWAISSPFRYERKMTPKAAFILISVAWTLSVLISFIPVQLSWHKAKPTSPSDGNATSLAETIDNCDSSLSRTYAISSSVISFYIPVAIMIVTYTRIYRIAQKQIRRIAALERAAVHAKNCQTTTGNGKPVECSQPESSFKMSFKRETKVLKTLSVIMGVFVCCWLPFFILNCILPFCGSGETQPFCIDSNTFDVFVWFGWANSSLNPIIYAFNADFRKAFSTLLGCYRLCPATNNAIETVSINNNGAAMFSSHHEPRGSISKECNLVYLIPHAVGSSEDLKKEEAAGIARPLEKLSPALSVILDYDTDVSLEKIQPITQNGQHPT
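Tetracycline-induced HEK293 TREx D1 cells, force-coupled to calcium signalling, were dye-loaded with a no-wash calcium kit. Compound was pin-added after a 10 s baseline. Fluorescence was read kinetically at 1 cycle/s for 180 s, with calcium rises flagged as agonism.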
D2 antag – HTS Assay for Allosteric Antagonists of the Human D2 Dopamine Receptor: Primary Screen for Antagonists. HEK293 TREx D2 cells, calcium flux, dopamine EC80. D(2) dopamine receptor (Homo sapiens), P14416. inhibition, % at 10 µM. 2% of 340,000 active; in the data active means inhibition above about 30%; further: 0% is about no effect
Target sequence (P14416 whole entry, looked up): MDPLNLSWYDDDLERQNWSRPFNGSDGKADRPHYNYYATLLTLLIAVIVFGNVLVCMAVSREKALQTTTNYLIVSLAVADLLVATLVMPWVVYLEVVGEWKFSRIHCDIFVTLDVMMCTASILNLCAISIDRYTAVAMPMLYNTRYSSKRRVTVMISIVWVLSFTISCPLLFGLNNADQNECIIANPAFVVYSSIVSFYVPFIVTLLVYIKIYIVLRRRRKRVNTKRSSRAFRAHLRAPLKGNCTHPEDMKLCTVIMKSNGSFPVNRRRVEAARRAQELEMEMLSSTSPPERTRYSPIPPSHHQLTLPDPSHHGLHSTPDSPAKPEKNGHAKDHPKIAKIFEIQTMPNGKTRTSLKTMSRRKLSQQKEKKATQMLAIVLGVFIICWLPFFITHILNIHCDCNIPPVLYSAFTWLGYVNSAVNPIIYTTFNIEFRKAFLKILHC
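Tetracycline-induced HEK293 TREx cells expressing D2 receptor forced-coupled to calcium signalling, loaded with no-wash calcium dye. Compounds added and calcium flux read 180 s, then dopamine added at EC80 and read a further 180 s.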
TRHR ag – qHTS for Small Molecule Agonists and Allosteric Enhancers of Human TRH Receptor: Primary Screen for Agonists; Thyrotropin-releasing hormone receptor (Homo sapiens), P34981; TRHR cells, calcium flux fluo-8, FDSS agonist mode; activation, % at 2 µM; 0.18% of 360,000 active; AID 493084, 2011; further: 0% is about no effect
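Agonist-mode FDSS calcium read (Ex 480/Em 530, 1 s cycles) in 1536-well TRHR cells with fluo-8 dye, after 10-cycle baseline and 23 nL compound addition; TRH at EC20 (10 nM final) added afterwards for the enhancer phase.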
RXFP1 antag – qHTS Assay for Antagonists of the Relaxin Receptor RXFP1; 0.59% of 350,000 active; activity change, negative = inhibition, % at 57.5 µM; Relaxin receptor 1 (Homo sapiens), Q9HBX9; HEK293-RXFP1, relaxin-stimulated cAMP HTRF, 30 min; hits give low values;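 active means activity change of -60% or lower, but not beyond a set lower limit; inconclusive means change between -60% and -40%, or beyond the set limit; inactive means change above -40%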; further: on the % scale 0 is the no-effect control and ±100 the full control effect
D1 antag – Antagonist of Human D 1 Dopamine Receptor: qHTS; D(1A) dopamine receptor (Homo sapiens), P21728; HEK293 TREx D1 cells, calcium flux, dopamine EC80; hits give low values; activity change, negative = inhibition, % at 10 µM; 3.2% of 360,000 active; in the data active means activity change below about -30%; further: on the % scale 0 is the no-effect control and ±100 the full control effect
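Tetracycline-induced HEK293 T-REx cells with force-coupled D1 receptor were loaded with a no-wash calcium dye. Compound was added after a 10 s baseline and read kinetically for 180 s; EC80 dopamine was then added and calcium flux followed another 180 s.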
D2 agonist – HTS Assay for Allosteric Agonists of the Human D2 Dopamine Receptor: Primary Screen for Agonists; D(2) dopamine receptor (Homo sapiens), P14416; HEK293 T-REx D2 cells, calcium flux agonist mode; activation, % at 2 µM; 0.53% of 340,000 active; AID 485358, 2010;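 active means activation over 3 SD above normal in the single-dose calcium agonist read, cut at about 30% in these data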; further: 0% is about no effect
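Agonism is scored from calcium flux in a force-coupled, inducible HEK293 cell line expressing D2, read kinetically for 180 s after compound addition against dopamine controls.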
TRHR PAM – qHTS for Small Molecule Agonists and Allosteric Enhancers of Human TRH Receptor: Primary Screen for Enhancers. Thyrotropin-releasing hormone receptor (Homo sapiens), P34981. TRHR cells, fluo-8 calcium fluorescence, EC20 TRH enhancement. enhancement, % at 2 µM. 0.66% of 360,000 active. AID 493056, 2011; in the data active means enhancement above about 30%; further: 0% is about no effect
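TRHR-expressing cells loaded with fluo-8 calcium dye were read kinetically (ex 480/em 530) during compound addition, then stimulated with an EC20 of TRH (10 nM final). Enhancement of the Gq-mediated intracellular calcium response was scored.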
D2 potentiator – HTS Assay for Positive Allosteric Modulators of the Human D2 Dopamine Receptor: Primary Screen for Potentiators. 0.34% of 340,000 active. D(2) dopamine receptor (Homo sapiens), P14416. potentiation, % at 10 µM. HEK293 T-REx D2, calcium flux, EC20 dopamine potentiation;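 active means potentiation over 3 SD above the plate norm, cut at about 30% in these data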; further: 0% is about no effect
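Using a no-wash calcium dye in inducible, force-coupled HEK293 Trex cells expressing D2, we tracked fluorescence each second for 180 s after compound, then for 180 s after EC20 dopamine to detect augmented signalling.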
D1 potentiator – Potentiators of Human D1 Dopamine Receptor: qHTS; D(1A) dopamine receptor (Homo sapiens), P21728; HEK293 TREx D1 cells, calcium flux, dopamine EC20 potentiation; potentiation, % at 10 µM; 0.036% of 360,000 active; AID 504651, 2011; in the data active means potentiation above about 30%; further: 0% is about no effect
* hit, by the source's call; ? = inconclusive; nt = no result given. Unless noted, no stated cut-off is given here; in the data, active means activation above about 30%; inactive means the rest.

SMILES	D1 ag	D2 antag	TRHR ag	RXFP1 antag	D1 antag	D2 agonist	TRHR PAM	D2 potentiator	D1 potentiator
Cc1cc(C(=O)NN=C2C3CC4CC(C3)CC2C4)c2ccccc2n1	2	-5	-2.7	8	0	-0.2	9	5	4
COc1ccc(N2CCN(Cc3nc4c(c(=O)n(C)c(=O)n4C)n3CC(C)=O)CC2)cc1	-1	-14	0.3	0	-22	0.4	0	-8	-1
Cc1ccc(CSCc2ccc(C(=O)NC3CCCC3)o2)cc1	0	4	-0.4	8	-18	0.1	-1	nt	-4
CC1CN(C2CCN(C(=O)COc3ccc(Cl)cc3)CC2)CC(C)O1 (stereo not drawn)	6	1	-1.2	1	-1	0.4	8	0	2
CCOc1cc(N2CCOCC2)c(OCC)cc1NC(=O)CCS(=O)(=O)c1ccc(Cl)cc1	0	-4	-0.6	-4	4	0.5	5	-2	-4
Cc1cccc(Cn2cc(S(=O)(=O)c3ccccc3)c(=O)c3cc(F)c(N4CCOCC4)cc32)c1	-2	nt	1.1	-33	-5	0.2	38*	5	-3
COc1cc(N2C(=O)NC3CC2(C)Oc2ccccc23)cc(OC)c1OC (stereo not drawn)	3	-1	0.3	6	18	-0.3	1	-6	0
O=C(NCc1ccc2c(c1)OCO2)C1CCN(S(=O)(=O)c2ccc(Br)s2)CC1	0	-3	0.5	1	-12	-1.7	-7	16	-4
Cc1cc(C)c(NC(=O)CN(C)S(=O)(=O)c2ccc3c(c2)c(=O)n(C)c(=O)n3C)c(C)c1	3	nt	-0.1	nt	6	-0.7	6	-2	4
Cc1cnc(NC(=O)c2nn(C)cc2[N+](=O)[O-])s1	4	1	-0.3	2	2	1.3	-2	1	4
O=C(COC(=O)c1ccc(O)cc1)Nc1ccc2[nH]c(=O)[nH]c2c1	2	-11	0.3	-6	-5	0.1	15	19	-7
NNc1nc(-c2ccccc2)c2cc(Cl)ccc2n1	3	-1	-2.2	-14	16	-1.8	-1	3	-7
COCCN1Cc2cccc(C(=O)N3CCN(c4ccccc4)CC3)c2C1=O	1	-1	0.8	1	-17	0.4	1	5	-3
O=C(CNC(=O)/C=C/c1ccccc1)N=Nc1c(O)n(Cc2ccccc2)c2ccccc12	8	-1	-0.9	nt	6	-0.1	-1	-5	-7
O=C(c1ccco1)N1CCN(C(=O)c2cnn(-c3ccc(Cl)cc3)c2C2CCNCC2)CC1	-1	2	0.3	-2	5	-0.2	3	0	-5
NS(=O)(=O)c1ccc(NNC(=O)c2sccc2Cl)cc1	3	-13	-0.2	-16	-3	-0.4	9	9	0
CCOP(=O)(OCC)C(Nc1ccccc1)c1cccnc1 (stereo not drawn)	1	-6	0.4	-9	3	0.5	3	4	-5
COc1cccc(-n2nnnc2SCC(=O)NCCc2ccccc2)c1	0	0	0.4	-3	15	-0.6	-5	-4	-2
O=C(NCc1ccc(F)cc1)Nc1cccc([N+](=O)[O-])c1	16	-21	1.4	1	-20	0.0	-2	-13	-4
COc1cc(OC)cc(C(=O)N2CC(=O)Nc3ccccc32)c1	3	6	0.3	-14	-3	0.4	-1	-9	-3
CCC(=O)NC1=C(NC(C)c2ccccc2)C(=O)c2ccccc2C1=O (stereo not drawn)	3	-15	0.4	7	5	0.4	50*	3	5
CCn1c(COc2ccc3c(c2)CCCC3)nnc1SCC(=O)Nc1nccs1	1	10	0.5	12	-6	0.3	21	-8	-4
CS(=O)(=O)N(CC(=O)Nc1cc(Cl)ccc1Cl)c1ccccc1Cl	2	-7	-0.9	-1	-2	-0.7	24	3	6
CC1Cc2ccccc2N1C(=O)CO/N=C/c1ccc(OC(F)F)cc1 (stereo not drawn)	10	-1	0.5	12	-10	-0.6	-5	-6	1
N#Cc1nc(COc2ccc(Br)cc2)oc1N1CCCCCC1	2	7	0.3	nt	3	-0.2	-6	-13	-5
COc1ccccc1CNC(=O)CCC1N=C2c3ccccc3N=C(SCc3cccc(Cl)c3)N2C1=O (stereo not drawn)	9	nt	0.4	3	4	0.7	9	11	3
CC(=O)N1CCN(c2nnc(-c3ccccc3)c3ccccc23)CC1	0	nt	-1.1	2	9	nt	-1	nt	-5
CCOC(=O)/C(C#N)=N/Nc1ccc(S(=O)(=O)N2CCc3ccccc32)cc1	27	17	2.4	-13	-2	2.0	2	14	-8
CCOC(=O)c1nn(-c2ccccc2C)c(=O)c2c(N)scc12	3	-1	-0.1	-6	10	24	4	-13	-2
Cc1cc(Cl)c(S(=O)(=O)N2CCCCCC2)cc1OCC(=O)NC1CCCCC1	6	-9	-0.2	-12	0	0.2	-13	9	-1
CCOC(=O)c1[nH]cnc1C(=O)NC1CCN(C(=O)OC(C)(C)C)CC1	-2	-14	0.2	nt	nt	0.2	0	6	2
O=C1c2ccccc2C(=O)N1OCc1ccc(Cl)cc1	-1	-12	-0.3	-7	-4	0.4	-2	0	-3
NS(=O)(=O)c1ccc(NC(=O)COC(=O)C2CCCCC2)cc1	3	8	-0.1	7	-11	0.9	0	-1	-1
COc1ccc(NC(=O)Cn2cnc3c(nc4n3CCCCC4)c2=O)cc1Cl	-1	nt	0.6	-10	-6	1.2	26	-4	3
C=CCNC(=S)N1CCN(C2CCCCC2)CC1	4	15	-0.5	-14	-9	0.4	-4	-4	1
CCCOc1ccc(CNC(=O)c2cc3ccccn3n2)cc1	0	nt	-0.9	-8	-16	0.1	-1	10	2
Cc1cc(C)n(-c2nc(SCC(=O)O)c3c4c(sc3n2)CCCC4)n1	2	3	-0.1	nt	-13	-0.4	2	-3	-2
CC1=C(C(=O)Nc2ccccc2C)C(c2ccccn2)n2nc(SCc3ccccc3F)nc2N1 (stereo not drawn)	4	nt	-0.7	-1	-7	-0.1	0	27	0
COC(=O)c1c(C)[nH]c(C(=O)C(C)Sc2nnc(-c3cc(OC)c(OC)c(OC)c3)o2)c1C (stereo not drawn)	3	32*	-0.2	-3	5	-1.4	11	5	0
COc1cc(-c2cc(C(=O)NCc3ccco3)c3ccccc3n2)cc(OC)c1OC	0	-24	-0.1	-3	-10	-0.2	2	-2	-3
COc1ccc(N2CCN(C(=O)CCc3ccccc3OC)CC2)cc1	2	-3	-0.9	13	2	1.2	14	11	4
COc1ccc(-c2ccc(=O)n(Cc3ccccc3)n2)cc1	0	1	0.0	1	-24	-0.1	-1	10	-2
CC(OC(=O)c1ccccc1C(=O)N(C)C1CCCCC1)C(=O)NC1(C#N)CCCCC1 (stereo not drawn)	1	-1	0.3	4	21	0.1	-2	-4	-5
COc1ccc(NS(=O)(=O)c2ccc(N3CCOCC3)c(NC(=O)c3ccccc3Cl)c2)cc1	2	-12	-0.6	-4	10	-0.6	9	16	3
COc1ccc(C(=O)Nc2ccc3[nH]ncc3c2)cc1OC	3	4	-0.1	9	-2	-1.4	-10	2	-1
CN(C)c1ccc(/C=C/C(=O)c2cccc(Br)c2)cc1	772*	2	148*	4	-75*	113*	-10	-3	-11
CCCCOC(=O)c1cc(=O)[nH]c2ccc(C)cc12	1	-18	0.5	-6	2	0.5	2	1	11
Cc1ncc(CC(=O)n2cc(C(=O)c3cc(Cl)ccc3O)cn2)s1	3	-6	-1.6	0	1	1.0	15	-5	-3
O=C(COC(=O)C1CCN(S(=O)(=O)c2cccs2)CC1)c1ccc2c(c1)OCCO2	3	5	0.5	-4	19	-0.4	1	13	-5
CC(C)[C@H](NC(=O)c1ccco1)C(=O)N(C)Cc1ccc(C(F)(F)F)cc1	1	1	0.3	7	-7	-3.0	-6	nt	-4
CN(C)CCn1c(=S)[nH]c2ncccc2c1=O	1	9	0.3	-11	0	-0.1	-7	-3	-13
O=C(CSc1n[nH]c(=O)n1Cc1ccccc1)Nc1ccc(N2CCOCC2)cc1	3	4	0.5	-11	-2	0.2	22	-3	2
COc1ccc(C2CC(=O)Nc3n[nH]c(-c4ccccc4)c32)cc1OC (stereo not drawn)	3	0	0.5	-22	1	1.1	7	4	-5
COc1ccc(OC)c(C(c2nnnn2C2CCCC2)N2CCN(c3ccccc3)CC2)c1 (stereo not drawn)	1	4	-0.2	-9	-4	19	-4	-6	-4
Cc1ccc(C)c(OCC(=O)Nc2ccc3c(c2)OCO3)c1	7	-6	0.4	4	1	-0.4	11	6	-6
O=C(/C=C/c1cccc(F)c1)N1CCc2ccccc21	1	-2	-0.2	0	-29	0.0	-2	-14	-10
Cc1ccc(COC(=O)c2cccc(S(=O)(=O)N3CCCCCC3)c2)cc1	12	43*	1.2	2	25	0.8	-6	12	-1
COc1ccc(NC(=O)CN2CCN(S(=O)(=O)c3ccc(Br)cc3)CC2)cc1	5	nt	0.8	-6	-6	1.0	-10	-2	-2
OCCNc1nc(-c2ccccc2)c2cc(Cl)ccc2n1	1	2	0.3	?	0	0.9	8	25	-3

Whole records from above:
Shown for `O=C(CSc1n[nH]c(=O)n1Cc1ccccc1)Nc1ccc(N2CCOCC2)cc1` : D1 ag = 3; D2 antag = 4; TRHR ag = 0.5; RXFP1 antag = -11; D1 antag = -2; D2 agonist = 0.2; TRHR PAM = 22; D2 potentiator = -3; D1 potentiator = 2
Shown for `CN(C)c1ccc(/C=C/C(=O)c2cccc(Br)c2)cc1` : D1 ag = 772*; D2 antag = 2; TRHR ag = 148*; RXFP1 antag = 4; D1 antag = -75*; D2 agonist = 113*; TRHR PAM = -10; D2 potentiator = -3; D1 potentiator = -11

Quoted at random: six records from the list
SMILES	D1 ag	D2 antag	TRHR ag	RXFP1 antag	D1 antag	D2 agonist	TRHR PAM	D2 potentiator	D1 potentiator
CN(C)c1ccc(/C=C/C(=O)c2cccc(Br)c2)cc1	772*	2	148*	4	-75*	113*	-10	-3	-11
CN(C)CCn1c(=S)[nH]c2ncccc2c1=O	1	9	0.3	-11	0	-0.1	-7	-3	-13
CCCCOC(=O)c1cc(=O)[nH]c2ccc(C)cc12	1	-18	0.5	-6	2	0.5	2	1	11
OCCNc1nc(-c2ccccc2)c2cc(Cl)ccc2n1	1	2	0.3	?	0	0.9	8	25	-3
COc1ccc(C(=O)Nc2ccc3[nH]ncc3c2)cc1OC	3	4	-0.1	9	-2	-1.4	-10	2	-1
O=C(CSc1n[nH]c(=O)n1Cc1ccccc1)Nc1ccc(N2CCOCC2)cc1	3	4	0.5	-11	-2	0.2	22	-3	2

Screening results as filed in PubChem BioAssay.
